# RNase H inhibition: RNase H inhibition, HIV 1 Gag Pol polyprotein, FRET biochemical assay, screening (AID 372). HIV-1 RT RNase H, FRET RNA/DNA substrate fluorescence; higher % means a stronger effect. inhibition, % at 10 µM, or IC50 in µM where a hit was titrated. 0.77% of 100,000 active; in the data active = inhibition above about 50%
# The depositor's hits bear a star. A portion of the library, so the mix of outcomes need not match the whole.
SMILES,RNase H inhibition
CCC(C(=O)NCc1ccccc1OC)c1ccccc1 (centres undefined),7%
CCOc1cc(/C=C2\C(=O)NC(=O)N(c3cc(C)cc(C)c3)C2=O)c(Br)cc1O,22%
Cc1ccccc1NCC(=O)N/N=C\C(Br)=C\c1ccccc1,15%
Cc1cc(NC(=O)CSc2nnc3c4ccccc4n(C(C)C)c3n2)no1,6%
CCOCCOC(=O)C1=C(C)NC2=C(C(=O)CCC2)C1c1ccc(OC)c(OC)c1 (centres undefined),7%
O=C1C(Nc2ccc(F)cc2)=CC(c2ccccc2[N+](=O)[O-])N1c1ccc(F)cc1 (centres undefined),5%
CC(=C1C(=O)c2ccccc2C1=O)N1CCCC1,0%
Cc1no[n+]([O-])c1COc1ccccc1/C=C1\NC(=S)NC1=O,6%
O=C(/C=C/c1cn(-c2ccccc2)nc1-c1cccnc1)c1ccccc1,6%
CCOC(=O)c1ccccc1NC(=O)c1cc(C(=O)OC)cc([N+](=O)[O-])c1,14%
O=[N+]([O-])c1cc(/C=N/n2cnnc2)ccc1N1CCCC1,6%
O=C(c1ccccc1)N1CN2CN(C(=O)c3ccccc3)CC(NC(=S)Nc3ccccc3)(C2)C1,6%
O=C(/C=C/c1cccc(C(F)(F)F)c1)Nc1ccc(Cl)cc1,16%
O=C(N/C(=C/c1cccs1)c1nc2ccccc2[nH]1)c1ccccc1,8%
COc1ccccc1CNC(=O)c1ccc(NC(C)=O)cc1,2%
CCCCOC(=O)c1nc2ncc([N+](=O)[O-])cn2n1,7%
CCOC(=O)Cc1nnnn1C,4%
COc1cccc(C(=O)Nc2cccc3c2C(=O)N(c2ccccc2)C3=O)c1,2%
O=C(CCc1ccccc1)Nc1cc(Cl)c(Cl)cc1Cl,6%
CCSc1nc2sc3c(c2c2nnnn12)CCC3,16%
O=C(NOCc1ccccc1F)c1ccccc1,0%
O=Cc1cc(Br)ccc1OCc1cccc(F)c1,25%
O=C(c1cccc([N+](=O)[O-])c1)c1ccc2c(c1)C(=O)N(c1ccccc1O)C2=O,11%
O=C(/C=C/c1ccc2c(c1)OCO2)Nc1ccccc1I,0%
COc1ccc(S(=O)(=O)N(CCO)Cc2ccccc2)cc1,1%
# New compounds follow.
SMILES,RNase H inhibition
CC(C)CCNC(=O)C(=O)NCC(C)O (centres undefined),0%
O=C(O)CN1C(=O)/C(=C\c2ccc(-c3ccc(Cl)c([N+](=O)[O-])c3)o2)SC1=S,12%
CCc1ccc(-c2nc3cc(NC(=O)c4cc(Cl)ccc4Cl)ccc3o2)cc1,0%
O=C1OC(c2cccc(F)c2)=N/C1=C\c1cccs1,6%
O=[N+]([O-])c1cccc([N+](=O)[O-])c1N1CCN(c2cccc(Cl)c2)CC1,0%
CCCCOc1ccc(C(=O)Nc2ccc(F)c([N+](=O)[O-])c2)cc1,15%
CC(=O)/C(N=Nc1ccc2c(c1)OCCO2)=C(\C)O,8%
COC(=O)c1ccc(COc2ccc3c(C)cc(=O)oc3c2)cc1,5%
O=C(NCCc1cccc(Cl)c1)c1cccc([N+](=O)[O-])c1,10%
Cc1cccc(OCC(=O)N=Nc2c(O)[nH]c3ccc([N+](=O)[O-])cc23)c1,11%
COc1ccc(OC)c(N(CC(=O)NC(C)(C)CO)S(=O)(=O)c2ccccc2)c1,8%
O=C(NCc1ccc(Cl)cc1)c1cc(-c2ccco2)nc2ccccc12,7%
CCc1ccc(NC(=O)/C=C/c2ccc(OC)cc2)cc1,11%
Cc1ccnc(Nc2nc(-c3ccccc3)cs2)c1,17%
COc1ccc(Cl)cc1C(=O)Nc1nc(-c2ccc(Cl)cc2Cl)cs1,1%
CC1CCc2c(sc3nc[nH]c(=O)c23)C1 (centres undefined),6%
COc1ccc(C(=O)Nc2ccc(N3CCOCC3)cc2)cc1OC,14%
COc1ccc(NC(=O)c2sc(=S)[nH]c2N)cc1,11%
O=S(=O)(/C=C/c1ccccc1)Oc1ccccc1,0%
CCOC(=O)c1cnc2cc(-c3cccc(F)c3)[nH]n2c1=O,6%
CCc1ccc(-c2csc(NC(=O)C3C4CCC(C4)C3C(=O)O)n2)cc1 (centres undefined),7%
Cc1ccsc1/C=C(\C#N)c1nc(-c2ccccc2)cs1,0%
Cc1cc(C)c2c(=O)[nH]c(SCC(=O)c3ccc(Br)cc3)nc2n1,20%
Cn1cnnc1SCC(=O)Nc1nc(CC(=O)O)cs1,0%
COc1cccc(C(=O)Nc2cccc3ccccc23)c1,5%
# Additional entries:
SMILES,RNase H inhibition
Cc1cc(C)cc(N(CC(=O)NCc2ccco2)S(=O)(=O)c2ccccc2)c1,1%
CCOC(=O)C1=C(C)N=c2s/c(=C\c3ccc(-c4cccc([N+](=O)[O-])c4)o3)c(=O)n2C1c1ccc(OC)c(OC)c1 (centres undefined),10%
O=C(Nc1ccc2ccccc2c1)C1COc2ccccc2O1 (centres undefined),11%
O=[N+]([O-])c1cccc(N=Cc2ccc[nH]2)c1,0%
Cc1cc(OC(C)C(=O)O)c2c(C)c(Cc3ccccc3)c(=O)oc2c1 (centres undefined),9%
O=C(/C=C/c1ccc(Cl)cc1Cl)NCCN1CCOCC1,8%
COCCOC(=O)C1=C(C)NC2=C(C(=O)CCC2)C1c1ccc(OCc2ccccc2)c(OC)c1 (centres undefined),8%
COc1cc(C2(c3ccc(O)c(OC)c3)C(=O)N(C)c3ccc(C)cc32)ccc1O,5%
CC1=C(C(=O)OCC(F)(F)F)C(c2ccc(N(C)C)cc2)NC(=O)N1 (centres undefined),12%
CC(C)(C)c1ccc(OCC(=O)Nc2ccc3oc(-c4cccnc4)nc3c2)cc1,7%
O=C(ON=C1c2ccccc2-c2ccccc21)c1ccccc1F,22%
Nc1ccc(Oc2ccc(-c3nc4ccccc4[nH]3)cc2)cc1,19%
COc1ccc(Cl)cc1C(=O)NCc1ccc(Cl)cc1,10%
Cc1ccc(-n2[nH]c(C)c(C=Nc3ccc(S(=O)(=O)NCc4ccccc4)cc3)c2=O)cc1C,22%
Cc1ccc(O)c(C(=O)CC(=O)c2cccc(F)c2)c1,4%
Cc1cccc(C(=O)Nc2ccc(C)c(C)c2)c1,0%
COc1ccc(Nc2ccc(C(F)(F)F)cc2[N+](=O)[O-])cc1,7%
C=CCc1c(C)nc2cc(-c3ccc(F)cc3)[nH]n2c1=O,8%
CC1CC(C)(C)Nc2ccc(OC(=O)CN3C(=O)c4ccccc4C3=O)cc21 (centres undefined),10%
O=C(O)c1cccc(NCCC(=O)c2ccccc2)c1,4%
CCOC(=O)c1cc(CC)sc1NC(=O)c1cc([N+](=O)[O-])ccc1N1CCCCC1,9%
Cc1ccc(C(=O)Nc2ccc(-c3nc4cc5ccccc5cc4[nH]3)cc2)cc1[N+](=O)[O-],80%*
CC1=C(C(=O)OCCOC(C)C)C(c2ccccc2)NC(=O)N1 (centres undefined),5%
Cc1cccc(N2C(=O)NC(=O)/C(=C/c3ccc(-c4cccc(C(=O)O)c4)o3)C2=O)c1,20%
Cc1ccc(O)c(N2C(=O)c3ccc(C(=O)c4cccc([N+](=O)[O-])c4)cc3C2=O)c1,0%

# Part of the list above in order of formula weight, lowest first.
SMILES,RNase H inhibition
Cc1ccc(O)c(C(=O)CC(=O)c2cccc(F)c2)c1,4%
C=CCc1c(C)nc2cc(-c3ccc(F)cc3)[nH]n2c1=O,8%
Nc1ccc(Oc2ccc(-c3nc4ccccc4[nH]3)cc2)cc1,19%
O=C(Nc1ccc2ccccc2c1)C1COc2ccccc2O1 (centres undefined),11%
COc1ccc(Cl)cc1C(=O)NCc1ccc(Cl)cc1,10%
COc1ccc(Nc2ccc(C(F)(F)F)cc2[N+](=O)[O-])cc1,7%
O=C(ON=C1c2ccccc2-c2ccccc21)c1ccccc1F,22%
O=C(/C=C/c1ccc(Cl)cc1Cl)NCCN1CCOCC1,8%
Cc1cc(OC(C)C(=O)O)c2c(C)c(Cc3ccccc3)c(=O)oc2c1 (centres undefined),9%
CC1=C(C(=O)OCC(F)(F)F)C(c2ccc(N(C)C)cc2)NC(=O)N1 (centres undefined),12%
CC1CC(C)(C)Nc2ccc(OC(=O)CN3C(=O)c4ccccc4C3=O)cc21 (centres undefined),10%
Cc1cc(C)cc(N(CC(=O)NCc2ccco2)S(=O)(=O)c2ccccc2)c1,1%
CC(C)(C)c1ccc(OCC(=O)Nc2ccc3oc(-c4cccnc4)nc3c2)cc1,7%
Cc1ccc(O)c(N2C(=O)c3ccc(C(=O)c4cccc([N+](=O)[O-])c4)cc3C2=O)c1,0%
COc1cc(C2(c3ccc(O)c(OC)c3)C(=O)N(C)c3ccc(C)cc32)ccc1O,5%
Cc1ccc(C(=O)Nc2ccc(-c3nc4cc5ccccc5cc4[nH]3)cc2)cc1[N+](=O)[O-],80%*
CCOC(=O)c1cc(CC)sc1NC(=O)c1cc([N+](=O)[O-])ccc1N1CCCCC1,9%
Cc1ccc(-n2[nH]c(C)c(C=Nc3ccc(S(=O)(=O)NCc4ccccc4)cc3)c2=O)cc1C,22%
COCCOC(=O)C1=C(C)NC2=C(C(=O)CCC2)C1c1ccc(OCc2ccccc2)c(OC)c1 (centres undefined),8%
CCOC(=O)C1=C(C)N=c2s/c(=C\c3ccc(-c4cccc([N+](=O)[O-])c4)o3)c(=O)n2C1c1ccc(OC)c(OC)c1 (centres undefined),10%

# Remaining list, next part:
SMILES,RNase H inhibition
Cc1cc(NC(=O)/C=C/c2ccccc2Cl)ccc1Br,7%
O=[N+]([O-])c1ccc(/C(=N/O)c2ccncc2)cc1,5%
COc1cccc(Nc2nc(-c3cc4cc(Br)ccc4oc3=O)cs2)c1,12%
O=C(NCCCN1CCOCC1)c1ccc(S(=O)(=O)N2CCOCC2)cc1,13%
CCN1C(=O)/C(=C2\SC(=S)N(c3cc(OC)ccc3OC)C2=O)c2ccccc21,29%
O=C1OC(c2ccc(F)cc2)=N/C1=C\c1cccc(Br)c1,1%
COc1ccc(-n2nc3cc(C)c(NC(=O)c4ccc(C)cc4)cc3n2)cc1,6%
COc1ccc(/C=N/NC(=O)c2cc(C)[nH]n2)cc1O,0%
Cc1onc(-c2ccccc2Cl)c1C(=O)NC1CC1,0%
COc1cc(C(=O)Nc2ccc(NC(=O)c3cccs3)c(C)c2)cc(OC)c1OC,32%
O=C(O)C(c1ccccc1)C(C(=O)O)c1ccccc1 (centres undefined),7%
CSc1nnc2c(n1)OC(c1ccccc1C)N(C(C)=O)c1ccccc1-2 (centres undefined),10%
CCOC(=O)c1csc(NC(=O)c2ccc(C(=O)c3ccccc3)cc2)n1,14%
CCN(CC)c1ccc(NC(=O)CCN2C(=O)c3ccccc3C2=O)cc1,16%
CS(=O)(=O)N(CC(=O)Nc1ccc2ccccc2c1)c1cccc2ccccc12,19%
CCOc1cc(/C=C2\SC(N)=NC2=O)ccc1OCCOc1ccc(C)c(C)c1,15%
COc1ccc(Br)cc1/C=C1/SC(=S)N(c2cccc(C(F)(F)F)c2)C1=O,20%
O=C(Nc1cccc(-c2nc3cc(Cl)ccc3o2)c1)c1cccc(F)c1,21%
CCCCOc1ccc(C(=O)N/N=C/c2ccc(C)cc2C)cc1,3%
CN(C)CCCN(CCCN(C)C)CC1CC2C=CC1C2 (centres undefined),10%
NNc1ccc2c(Cl)cc(Cl)c(O)c2n1,7%
COc1cccc(/C=C2/SC(=S)N(CCC(=O)Nc3nnc(C)s3)C2=O)c1,7%
Cc1c(Cl)cccc1NC(=O)C(C)C,2%
O=C(O)COc1ccc(/C=N/NC(=O)CSCc2ccccc2Cl)cc1,5%
CN(C)CCNc1ncnc2ccc(Br)cc12,0%

# 2 entries from above, tab-delimited.
smiles	RNase H inhibition
COc1ccc(-n2nc3cc(C)c(NC(=O)c4ccc(C)cc4)cc3n2)cc1	6%
COc1ccc(/C=N/NC(=O)c2cc(C)[nH]n2)cc1O	0%

# Continued:
SMILES,RNase H inhibition
CCCCSc1nnc2c(n1)OC(c1cccc(OC)c1)Nc1ccccc1-2 (centres undefined),1%
C=CCOc1ccc(/C=C2\SC(=S)N(C)C2=O)cc1OC,1%
COc1ccc(C2C(C(C)=O)=C(C)N=c3s/c(=C\c4cc(C)n(C)c4C)c(=O)n32)c(OC)c1 (centres undefined),19%
COc1cc(C=O)ccc1OCCOCCOc1ccc(Cl)cc1,5%
CCOC(=O)c1c(/N=C/c2c(C)[nH]n(-c3ccc(Cl)cc3)c2=O)sc2c1CCCC2,12%
COc1ccc(C(=O)NC(=S)Nc2cccc(NC(=O)c3ccco3)c2)cc1OC,14%
O=c1c2ccccc2nc(/C=C/c2ccccc2[N+](=O)[O-])n1-c1cccc2ccccc12,23%
O=C(Nc1ccccc1)Nc1nc(C(c2ccccc2)c2ccccc2)cs1,9%
Cc1cc2nc(-c3cc(NC(=O)c4ccccc4Cl)ccc3O)oc2cc1C,8%
CCOc1ccccc1N1CCN(Cc2cc(C)c(OC)cc2C)CC1,9%
COc1ccccc1C(=O)Nc1ccc2oc(-c3ccc(C(C)(C)C)cc3)nc2c1,5%
CCOC(=O)Cc1csc(N/N=C\c2ccc(C(F)(F)F)cc2)n1,29%
CC1=Nc2ccccc2/C1=C\c1c(O)n(-c2cccc(C)c2)c(=O)[nH]c1=O,9%
Cc1cc(NC(=O)Cn2cnc3c2c(=O)n(C)c(=O)n3C)no1,5%
COc1ccc(NC(=O)c2sc(N)c(C(=O)OC(C)C)c2C)cc1,4%
O=S(=O)(O)c1ccccc1/C=C/c1ccc(-c2ccc(/C=C/c3ccccc3S(=O)(=O)O)cc2)cc1,3%
COC(=O)c1ccc(/C=N/NC(=O)CC2C(=O)NN=C2C)cc1 (centres undefined),6%
CCOc1ccc(N(CC(=O)Nc2ccc(OC)cc2OC)S(=O)(=O)c2ccccc2)cc1,14%
CCOC(=O)C1=C(N)OC2=C(C(=O)CC(C)(C)C2)C1c1ccc(Cl)cc1 (centres undefined),0%
Cc1ccc(-c2nc3cc(Cl)ccc3o2)cc1NC(=O)C(C)C,4%
CCOC(=O)C1=C(C)N=c2s/c(=C\c3ccncc3)c(=O)n2C1c1cccs1 (centres undefined),4%
O=C(Nc1ccc2oc(-c3ccccc3F)nc2c1)c1ccc(Br)o1,4%
CCOc1cc(/C=C2\NC(=O)NC2=O)cc(Br)c1OCc1cccc2ccccc12,48%
COc1ccc(/C=C2\SC(=S)N(CCCCCC(=O)N3CCN(C)CC3)C2=O)cc1,19%
Cc1ccc(-c2ccc(/C=C(\C#N)C(=O)Nc3cccc(C)c3)o2)cc1,14%
COCCNC(=O)/C(=C/c1ccco1)NC(=O)c1ccc(OC)cc1,0%
CCC(=O)Oc1cc2oc(CC)c(-c3nc(C)cs3)c(=O)c2cc1CC,0%
